# From PubChem BioAssay
# E coli growth = E. coli V3065 growth inhibition, primary screen, counter-screen for AddAB inhibitor project, absorbance, OD600; 18 h; inhibition, % at 11.9 µM; 330,000 tested, 0.27% active;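 active = inhibition above the campaign's mean inhibition across all tested compounds plus 3 SD, cut at about 9.9% in these data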;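 note: uninfected addAB+ strain grown without phage in ampicillin broth; 0% = DMSO wells and 100% = ciprofloxacin 0.95 µg/ml wells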
# PKA-R2B activ = activators of PKA-R2B holoenzyme, primary screen, biochemical, fluorescence polarization, Cy5-IP20, human; PKA-R2B holoenzyme dissociation; R2B truncated from residue 108, S112A mutant; 0% DMSO only, 100% 113 µM cGMP; activation, % at 11.4 µM; 340,000 tested, 0.079% active;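 active = activation above a cutoff set at the mean over all compounds plus 3 SD, cut at about 18% in these data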;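 note: higher means more holoenzyme dissociation and a rise in polarization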
# phage Ecoli inh = growth loss of phage-infected E. coli, primary screen, RecBCD inhibitor project, absorbance, with phage, HTS | inhibition, % at 11.9 µM | 360,000 tested, 0.26% active | AID 651602, 2012; in the data active = inhibition above about 11%
# DAGLB inhibitor = DAGLB lipase inhibitors, primary screen, biochemical, fluorescence, HTS; inhibition, % at 5.17 µM; 340,000 tested, 0.059% active; HEK293T DAGLB membrane lysate, EnzChek fluorogenic substrate; Diacylglycerol lipase-beta (Homo sapiens), Q8NCG7; in the data active = inhibition above about 34%;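 note: 0% = enzyme with vehicle and 100% = wells lacking enzyme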
# HTR5A ag ctr = HTR5A agonists in luminescence cell assay, primary screen, counter-screen for OPRM1-OPRD1 heterodimer agonist project, full-deck HTS; cell-based; activation, % at 9.3 µM; 340,000 tested, 0.61% active; AID 504692, 2011; in the data active = activation mostly above about 9.5%, no sharp cut-off; inactive = mostly below about 7.6%;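 note: 0% = cells with vehicle only and 100% = reference agonist; strong numbers were not always called active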
# Target sequence (P47898 whole entry, looked up): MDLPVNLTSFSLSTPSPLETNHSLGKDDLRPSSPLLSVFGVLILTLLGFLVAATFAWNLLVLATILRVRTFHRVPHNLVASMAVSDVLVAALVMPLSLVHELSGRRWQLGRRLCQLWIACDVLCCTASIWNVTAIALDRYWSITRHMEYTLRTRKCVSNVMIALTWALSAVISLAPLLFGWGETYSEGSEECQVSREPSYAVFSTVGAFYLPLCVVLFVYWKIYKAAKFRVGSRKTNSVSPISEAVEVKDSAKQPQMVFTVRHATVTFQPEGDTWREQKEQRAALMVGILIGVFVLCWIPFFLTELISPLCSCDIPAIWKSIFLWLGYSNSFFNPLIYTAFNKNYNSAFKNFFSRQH
# HTR5A inv ctr = HTR5A inverse agonists in luminescence cell assay, primary screen, counter-screen for OPRM1-OPRD1 heterodimer inverse agonist project, full-deck HTS; 5-hydroxytryptamine receptor 5A (Homo sapiens), P47898; HTR5A cell line, inverse agonism; inhibition, % at 9.3 µM; 340,000 tested, 0.083% active; AID 504634, 2011; in the data active = inhibition mostly above about 23%, no sharp cut-off; inactive = mostly below about 18%;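 note: 0% = cells with DMSO and 100% = no-cell wells with DMSO; some compounds called inactive have numbers as strong as hits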
# CDK5 inh = inhibitors of human CDK5/p35 kinase, primary screen, biochemical, single concentration; Recombinant CDK5/p35, ADP-Glo luminescence, 60 min; inhibition, % at 10 µM; Cyclin-dependent kinase 5 (Homo sapiens) + Cyclin-dependent kinase 5 activator 1 (Homo …; 330,000 tested, 0.01% active;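 active = highest replicate inhibition of at least 50% and at least 75% of replicates reaching 50%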;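 note: plate controls were DMSO neutral control for no effect and GW8510 at 10 µM for full effect; many of its hits are not listed in these tables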
# Target sequence (Q00535 whole entry, looked up): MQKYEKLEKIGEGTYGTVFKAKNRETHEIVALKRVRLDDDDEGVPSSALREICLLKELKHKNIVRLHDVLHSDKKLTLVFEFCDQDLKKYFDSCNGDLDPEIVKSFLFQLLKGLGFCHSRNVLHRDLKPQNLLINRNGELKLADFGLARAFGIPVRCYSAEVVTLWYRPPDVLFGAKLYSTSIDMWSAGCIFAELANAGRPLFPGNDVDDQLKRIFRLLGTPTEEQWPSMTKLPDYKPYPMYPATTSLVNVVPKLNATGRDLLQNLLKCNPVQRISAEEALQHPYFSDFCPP
# Target sequence (Q15078 whole entry, looked up): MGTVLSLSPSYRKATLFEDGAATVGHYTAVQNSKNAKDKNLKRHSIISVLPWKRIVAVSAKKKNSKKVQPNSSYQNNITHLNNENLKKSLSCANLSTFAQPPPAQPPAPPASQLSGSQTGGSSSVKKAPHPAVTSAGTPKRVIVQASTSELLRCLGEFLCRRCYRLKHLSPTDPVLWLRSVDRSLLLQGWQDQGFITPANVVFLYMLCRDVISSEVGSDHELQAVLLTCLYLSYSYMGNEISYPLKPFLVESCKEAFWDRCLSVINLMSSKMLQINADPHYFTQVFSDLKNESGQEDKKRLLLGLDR
# SUMO Mot1 rescue = yeast Mot1-301 growth rescue at high temperature, primary screen, SUMOylation pathway inhibitor project, S. cerevisiae, ATP luminescence, 38.5C | S. cerevisiae Mot1-301 growth rescue; percent above DMSO median, 100 means doubled | growth rescue, % at 18.8 µM | 320,000 tested, 1% active | AID 2716, 2010;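 active = every valid replicate shows activation above 250% relative to neutral control wells; inactive = the rest, any valid replicate at or below 250%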;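 note: OY570 slx delta 5 strain wells were the positive control but not used for scaling; some compounds called inactive have numbers as strong as hits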
# AddAB inh = growth inhibition of E. coli expressing H. pylori AddAB, primary screen, AddAB inhibitor project, absorbance; inhibition, % at 11.9 µM; 330,000 tested, 0.29% active; AID 435030, 2010; in the data active = inhibition above about 12%;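 note: 0% = vehicle wells of infected cells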
# PKA-R1A activ = activators of PKA-R1A holoenzyme, primary screen, biochemical, fluorescence polarization, Cy5-IP20, bovine R1A, mouse PKAc; cAMP-dependent protein kinase type I-alpha regulatory subunit (Bos taurus) + …; PKA-R1A dissociation; scaled: DMSO 0%, 113 µM cGMP 100%; activation, % at 11.4 µM; 340,000 tested, 0.083% active; AID 504707, 2011;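 active = percent activation above the mean of all tested compounds plus 3 SD, cut at about 19% in these data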;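 note: higher means more PKAc released from R1A so a rise in polarization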
# Tat transport = E. coli Tat export inhibitors, primary screen, MC4100, TorA-mCherry reporter, fluorescence, single point; inhibition, % at 10 µM; 340,000 tested, 0.036% active; AID 488895, 2010;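 active = mean replicate inhibition at least 50% and at least half of replicates individually reaching 50%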;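 note: exported cargo escapes ClpAP degradation while cytoplasmic cargo is degraded and loses fluorescence; 0% = median of neutral control wells and 100% = median of NaSCN control wells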
# Numbers without * were called inactive; / = no result given.
# Sequence of screens – E coli growth	PKA-R2B activ	phage Ecoli inh	DAGLB inhibitor	HTR5A ag ctr	HTR5A inv ctr	CDK5 inh	SUMO Mot1 rescue	AddAB inh	PKA-R1A activ	Tat transport
COC(=O)C(C)Sc1nnc(-c2ccncc2)o1 (stereo not drawn)
    0.1	0	-0.8	0	4	-9	1.1	141	-1.3	-5	-10
Cn1c(=O)n(C)c2cc(NS(=O)(=O)c3ccc4c(c3)CCCC4)ccc21
    1.0	0	-1.3	4	5	-18	-0.6	53	2.0	-1	-6
CCOC(=O)c1c(NC(=O)CSc2nnc(Cc3ccccc3)o2)sc(C)c1C
    -0.3	1	2.2	-16	6	-18	0.7	0	3.8	-4	10
O=C(NCC1CCCO1)c1cc2nc(-c3ccco3)cc(C(F)(F)Cl)n2n1 (stereo not drawn)
    -3.0	-13	-0.3	-1	-1	3	0.9	3	3.6	-10	-12
CSCCC(NC(=O)c1ccco1)C(=O)Nc1ccc(C)cn1 (stereo not drawn)
    -1.0	-6	2.9	3	2	-29	0.8	-12	-0.2	5	0
CCOc1cc(S(=O)(=O)n2ccc(C)n2)ccc1Br
    -0.2	-9	2.2	-5	0	-9	-3.3	-6	1.6	-6	-1
O=C1NC(=Nc2ccccc2)SC1Cc1ccccc1 (stereo not drawn)
    -0.6	/	5.1	/	/	/	0.7	-21	4.3	/	2
CN(CC(=O)Nc1ccccc1C(F)(F)F)C(=O)c1ccccc1Sc1ccccc1C#N
    1.6	-9	3.3	-2	3	-8	0.0	0	1.9	17	0
CCn1c(=O)c([N+](=O)[O-])c(NCC2CCCO2)c2ccccc21 (stereo not drawn)
    1.2	-3	1.4	0	5	5	0.9	5	0.1	-9	0
Cc1ccc(-n2c(SCC(=O)NCc3ccc4c(c3)OCO4)nnc2-c2cccnc2)c(C)c1
    /	-1	1.7	0	-3	13	0.6	/	/	-3	5
Cc1cccc(Cn2nc(C(C)(C)C)cc2C(=O)Nc2ccc(F)cc2)c1
    1.4	/	0.1	/	/	/	0.3	-2	3.1	/	0
COc1ccc(-n2c(CN3CCOCC3)nc3ccc([N+](=O)[O-])cc3c2=O)c(OC)c1
    -1.0	8	-1.2	1	-2	8	-0.8	-7	-1.8	0	-1
Cc1ccc(-c2nnc(CSc3nc4cc5c(cc4cc3C)OCO5)o2)cc1
    -1.4	-1	0.9	0	-1	3	-4.7	-21	-0.6	-2	-7
O=S(=O)(c1ccc(S(=O)(=O)N2CCN3CCCC3C2)cc1)N1CCCC1 (stereo not drawn)
    -1.4	-6	-0.8	-2	2	6	1.1	17	0.5	3	-7
C=CCNC(=S)/C(=C(/[O-])c1ccccc1Br)[n+]1ccccc1
    -0.2	-8	-4.9	-4	5	-14	0.1	-16	-0.3	-2	26
COc1ccc(S(=O)(=O)Nc2cccc3c2O[C@H](CN(C)Cc2ccc(Cl)c(Cl)c2)[C@@H](C)CN([C@H](C)CO)C3=O)cc1
    -0.4	-9	1.6	2	3	1	0.0	17	3.2	-7	23
CC(C)Oc1ccc(CCc2n[nH]c(=S)n2-c2ccccc2)cc1
    -0.5	-7	3.1	-1	1	-4	0.6	15	-0.6	3	-1
O=C(Cc1ccccn1)c1ccncc1
    /	6	3.0	-2	2	-6	1.3	/	/	-6	-6
Cc1ccccc1C(=O)NCCCNC(=O)c1cnccn1
    -0.8	0	0.2	-1	0	-1	2.0	-15	1.1	9	-2
Cc1nc2ccccc2c2oc(C(=O)NCCCN3CCC(C)CC3)cc12
    -2.3	-6	3.5	0	-1	-14	0.3	332	-0.8	3	-17
N=C1S/C(=C\c2ccc(-c3ccccc3C(=O)O)o2)C(=O)N1c1ccc2c(c1)OCO2
    /	5	3.7	7	-7	18	1.2	/	/	-6	3
Cc1ccc(Oc2ccc(-c3nc(N)nc(N)n3)cc2)cc1C
    1.0	0	5.3	0	1	-7	0.7	11	5.0	-6	-6
CCN1CCN(CCc2nc3cc([N+](=O)[O-])ccc3n2C)CC1
    -0.5	-3	-0.8	1	-1	-3	-2.4	2	0.9	5	-1
COc1ccccc1CNC(=O)COc1ccc(Br)c(C)c1
    -0.2	1	-8.9	-10	2	-7	-2.0	7	0.0	-3	-1
Nc1nc(SCC(=O)NCCC(c2ccccc2)c2ccccc2)n[nH]1
    1.0	2	2.3	-1	1	-2	-0.8	-4	4.8	-1	3
COC(=O)C1CCc2c(ccc3c2CCCC3)C1=O (stereo not drawn)
    /	-5	-2.0	-9	-1	5	2.0	/	/	-3	2
COc1cc(C#Cc2ccc3cc(C(C)(C)O)oc(=O)c3c2)cc(OC)c1
    -2.5	3	3.7	-2	1	7	0.6	-10	0.3	-1	-4
CC(C)OCCCNC(=O)CCC(=O)NNc1nc2ccccc2c2nc(-c3ccccc3)nn12
    -0.8	13	1.7	-6	-1	7	/	-8	-2.6	-8	1
O=C(NC1CCCCC1)C(c1ccc(F)cc1)N(Cc1ccco1)C(=O)c1ccccn1 (stereo not drawn)
    1.0	-9	5.3	-4	5	-12	0.4	3	3.6	-5	-4
CN=C1S/C(=C\c2ccc(N3CCOCC3)c(F)c2)C(=O)N1C
    0.1	2	2.3	-2	-3	-22	0.5	25	0.2	-1	6
O=C(Nc1ncccc1Cl)c1ccccc1F
    0.9	-6	4.2	-2	0	-8	-0.2	11	3.8	-1	12
COc1cccc(NC(=O)COC(=O)CC(NC(N)=O)c2ccc(Cl)cc2)c1 (stereo not drawn)
    0.2	-2	-1.5	2	4	-14	0.5	-17	0.6	-3	-5
Cc1ccc(C(=O)Nc2nnc(S(=O)(=O)N3CCN(c4ccc(F)cc4)CC3)s2)cc1
    -1.7	-10	-1.9	2	-2	19	1.1	-16	3.5	1	-3
Cc1onc(-c2ccccc2)c1C(=O)Nc1nnc(N(C)Cc2ccccc2)s1
    -1.5	4	1.7	3	-3	8	1.2	-4	-0.8	-2	-5
COc1cc(C=NNc2ccc(S(=O)(=O)Nc3ccccc3C(=O)O)cc2[N+](=O)[O-])ccc1O
    0.6	10	2.5	39*	-6	22	2.0	8	-0.3	1	7
O=c1[nH]c2c(=O)[nH]cnc2nc1-c1ccccc1
    2.9	-6	1.8	-5	-6	-6	0.0	-9	1.4	-16	1
O=C(NN=Cc1ccccc1C(=O)O)C(=O)NN=Cc1ccccc1C(=O)O
    /	1	3.6	-4	1	-3	0.0	/	/	1	7
COc1ccc(C(=O)C2CCCN(C(=O)c3ccc(OC)o3)C2)c(C)c1 (stereo not drawn)
    0.8	2	-0.2	-1	0	-14	1.6	-15	-2.2	-11	0
O=C(Nc1nnc(SCc2cccnc2)s1)C1CC(=O)N(c2ccc(F)cc2)C1 (stereo not drawn)
    0.2	-1	2.8	6	2	-14	-2.8	7	-1.5	-5	-7
O=C(CNS(=O)(=O)c1cccc2nonc12)NCc1ccc(F)cc1
    -0.3	-15	2.0	0	8	-21	0.2	1	4.5	7	5
C[C@]12C(=O)N(c3cccc(Cl)c3)C(=O)N1[C@@H]1c3ccccc3OC[C@@H]1[C@H]2c1ccccc1
    1.2	9	1.7	-16	1	11	-0.9	15	1.4	8	-1
CCCCCCc1cc2cc(S(=O)(=O)c3ccc(F)cc3)c(=O)oc2cc1O
    0.6	3	1.9	4	1	-23	-2.3	8	2.6	-6	6
Cc1ccc(N2CCN(/N=C/c3cccnc3)CC2)cc1
    /	-1	1.5	0	-2	8	1.7	206	/	-2	8
COc1ccc(CCNC(=O)C2CC3Cn4c(nc5cc(Cl)c(Cl)cc54)C3N2C)cc1 (stereo not drawn)
    0.7	-7	-1.4	2	1	4	-3.1	-2	0.1	-8	3
COc1cccc(CC(NC(C)=O)C(=O)NC2CCN(C(=O)c3ccncc3)CC2)c1OC (stereo not drawn)
    /	19*	3.9	-1	2	-4	0.7	/	/	-5	-3
CCn1c(COc2ccc(OC)cc2)nc2ccccc21
    -0.9	2	4.2	0	7	-10	0.9	-7	1.4	-13	1
Cc1ccc(C)c(OCC(=O)NC(Cc2c[nH]c3ccccc23)C(=O)O)c1 (stereo not drawn)
    -0.9	-7	3.7	2	3	0	-2.7	-5	3.4	5	-2
CC(C)c1cc(=O)[nH]c(SCC(=O)NC2CCCC2)n1
    3.6	8	1.9	1	-2	0	0.5	6	-1.2	-5	7
COc1ccccc1C(=O)NNC(=O)C(=O)Nc1ccc(C)c(Cl)c1
    -2.6	8	-3.0	9	9	-22	-0.7	-14	-3.3	-6	-12
COc1ccc(/C=C/CN2CCN(Cc3cccc(OC)c3)C(CCO)C2)cc1 (stereo not drawn)
    0.8	9	2.2	1	4	-11	-0.9	23	-2.2	-6	12
CC1(C)CC(=O)C(Sc2ccccc2)=C(O)C1
    -0.6	-1	2.2	-2	0	10	0.1	-2	-1.1	10	-6
O=C(NC(=S)NCCO)c1cn(-c2ccccc2)nc1-c1ccccc1
    1.1	4	1.8	1	1	-19	0.1	9	1.7	-3	-7
CC1CC/C(=C\c2ccc3c(c2)OCO3)C(=O)/C1=C/c1ccc2c(c1)OCO2 (stereo not drawn)
    5.4	6	2.5	-7	-2	4	0.1	10	4.5	-1	0
O=C(Nc1ccc([N+](=O)[O-])cn1)c1cc(-c2cccc(Br)c2)nc2ccccc12
    -3.2	-4	3.1	-2	4	-37	0.4	9	-3.2	-13	5
COC(=O)C1CCN(C(=O)c2sc3nc(-c4ccc(F)cc4)cn3c2C)CC1
    -1.1	0	2.9	1	8	11	-1.7	-1	-1.0	-10	1
CCCNc1ncnc2onc(C)c12
    1.4	-6	1.7	2	-3	13	-4.4	-10	5.1	-11	11
N#CC1(c2ccc(NC(=O)c3ccccc3)cc2)CCCC1
    3.1	-1	/	-1	10	8	2.6	9	3.5	4	-3
O=C(CN1CCSC1=O)N1CCN(S(=O)(=O)c2ccc(Cl)cc2)CC1
    -1.4	0	5.3	-1	-5	0	0.5	-1	2.1	7	1
CCN1CCN(CCCN(Cc2ccco2)C(=S)Nc2cc(Cl)ccc2C)CC1
    -3.1	-10	3.4	-3	-3	8	-1.5	-15	3.5	-9	-3
CCOc1ccc(-n2cnnn2)cc1S(=O)(=O)NCCc1ccc(OC)c(OC)c1
    1.2	10	1.2	1	8	4	-1.3	33	2.8	3	11
CN1CCC(Oc2ccc(Sc3ccccc3)cc2)CC1
    2.1	5	4.3	1	8	-19	0.3	-3	3.3	-4	-25
